M1 PAM parental: counter-screen for M1 PAMs: effect in parental CHO-K1 cells; ATP EC20, Fluo-8 calcium fluorescence; 0% at ATP EC20, 100% at ATP max; activation, % at 3 µM; 360,000 tested, 0.02% active; AID 602247;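 active means activation above the run cutoff, the mean activation of all test compounds plus 3 SD, cut at about 40% in these data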;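 further: peak over basal fluorescence ratio in a 140 s read after ATP addition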
OXTR agonist: human OXTR agonism | P30559 | CHO-OTR cells, Fluo-8 calcium fluorescence; normalized: DMSO 0%, oxytocin 100% | activation, % at 3 µM | 320,000 tested, 0.32% active | AID 2435;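 active means activation above the mean of all tested compounds plus 3 SD, cutoff set per screening run, cut at about 20% in these data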;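 further: peak over basal fluorescence ratio from a 100 s FLIPR kinetic read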
OXTR potentiate: potentiates the human oxytocin receptor response; activation, % at 3 µM; CHO-OTR cells, Fluo-8 calcium fluorescence, potentiator mode; 0% = oxytocin EC15, 100% = EC100; 320,000 tested, 0.061% active;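 active means activation above that plate's cutoff, the mean activation of tested compounds plus 3 SD, cut at about 6.6% in these data, passing the limit was not always enough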;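 further: 100% uses oxytocin at 75 nM as the full agonist control; some results filed as inactive read as strong as hits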
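Measured by – Fluo-8 calcium dye fluorescence · Test system – human OTR in CHO cells · Dosing – one concentration, 3.0 µM compound · Controls – EC15 oxytocin alone as 0%, 75 nM oxytocin as 100% · Evaluation – normalized max/min fluorescence ratio, % activation · Timing – 6 min pre-incubation, 100 s read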
TAAR1 antag: antagonists of human TAAR1; Q96RJ0; CHO RD-HGA16 TAAR1, Fluo-8 calcium fluorescence, antagonist; inhibition, % at 3 µM; 360,000 tested, 1.5% active;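 active means inhibition above a per-plate cutoff, the mean inhibition of test compounds on that plate plus 3 SD, cut at about 49% in these data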;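 further: 0% = DMSO plus EC80 beta-PEA response and 100% = DMSO alone without agonist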
Target sequence (Q96RJ0 whole entry, looked up): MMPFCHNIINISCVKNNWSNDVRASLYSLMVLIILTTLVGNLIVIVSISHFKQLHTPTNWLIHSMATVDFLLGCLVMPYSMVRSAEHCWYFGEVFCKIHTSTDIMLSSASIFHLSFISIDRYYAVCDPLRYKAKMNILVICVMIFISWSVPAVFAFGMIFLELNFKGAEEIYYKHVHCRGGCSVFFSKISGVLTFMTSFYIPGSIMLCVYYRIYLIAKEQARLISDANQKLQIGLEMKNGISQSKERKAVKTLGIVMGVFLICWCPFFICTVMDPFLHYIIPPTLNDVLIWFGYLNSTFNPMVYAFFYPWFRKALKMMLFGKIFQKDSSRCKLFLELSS
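Test system – hTAAR1-expressing CHO RD-HGA16 cells, Gα16-coupled · Reagent – β-PEA at EC80 concentration, post-compound challenge · Compound dosing – 3 µM, single point · Timing – 140 s kinetic read after compound, 140 s after agonist · Detection – Fluo-8 intracellular calcium dye fluorescence, real-time kinetic reads · Control set – DMSO and EC80 PEA controls · Repeats – n of 1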
M1 ag parental: M1 agonist counterscreen hit in parental CHO-K1 cells; Fluo-8 calcium fluorescence; scaled to maximal ATP response, vehicle zero; activation, % at 3 µM; 360,000 tested, 0.48% active; AID 602248; in the data active means activation above about 15%;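 further: untransfected CHO-K1 host cells lacking M1 receptor as counterscreen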
CHO parental Ca: signal in parental CHO cells, OX1R antagonist counter-screen; 330,000 tested, 0.63% active; parental CHO-K1, ATP-induced calcium, Fluo-8 fluorescence; inhibition, % at 5.6 µM; AID 463079;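 active means inhibition above that plate's mean sample inhibition plus 3 SD, cut at about 26% in these data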;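 further: 0% = ATP-challenged DMSO wells and 100% = DMSO wells without ATP; some compounds past the cut are filed as inactive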
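Material: parental CHO cells / Compound: single nominal dose of 5.6 µM per compound / Signal: Fluo-8 fluorescence / Replicates: singlicate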
CHO-K1 Ca antag: nonselective inhibitor or artifact in parental CHO-K1 cells. 360,000 tested, 0.6% active. AID 602250. inhibition, % at 3 µM. ATP-induced calcium, Fluo-8 fluorescence;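 active means inhibition above a per-plate cutoff, the plate's mean sample inhibition plus 3 SD, cut at about 24% in these data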;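 further: 0% = DMSO plus EC80 ATP and 100% = DMSO alone without ATP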
GPR7 antagonist: human neuropeptides B/W receptor 1 antagonism. 290,000 tested, 1.1% active. AID 1861. inhibition, % at 4.4 µM. GPR7-expressing cells, fluorescence antagonist assay; in the data active means inhibition above about 16%, passing the limit was not always enough;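 further: cells stimulated with the agonist NPW; 0% = agonist with vehicle and 100% = vehicle without agonist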
Target sequence (P48145 whole entry, looked up): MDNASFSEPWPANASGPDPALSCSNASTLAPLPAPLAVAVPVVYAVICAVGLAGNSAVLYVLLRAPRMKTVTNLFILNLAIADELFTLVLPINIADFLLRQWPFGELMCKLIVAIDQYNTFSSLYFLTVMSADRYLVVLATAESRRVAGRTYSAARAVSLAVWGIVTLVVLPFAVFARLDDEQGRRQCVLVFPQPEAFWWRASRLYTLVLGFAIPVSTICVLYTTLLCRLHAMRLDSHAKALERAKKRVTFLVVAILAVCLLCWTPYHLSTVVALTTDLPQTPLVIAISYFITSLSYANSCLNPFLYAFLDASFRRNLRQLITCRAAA
V1aR counter: V1a receptor agonism, counter-screen for OXTR agonists; CHO-V1R cells, Fluo-8 calcium fluorescence, agonist mode; 0% DMSO, 100% 3 nM vasopressin; 320,000 tested, 0.25% active; AID 2797; activation, % at 3 µM;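 active means activation above the mean activation of all tested compounds plus 3 SD, per screening run, cut at about 20% in these data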;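 further: signal is peak over basal fluorescence ratio across a 100 second FLIPR read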
Target sequence (P37288 whole entry, looked up): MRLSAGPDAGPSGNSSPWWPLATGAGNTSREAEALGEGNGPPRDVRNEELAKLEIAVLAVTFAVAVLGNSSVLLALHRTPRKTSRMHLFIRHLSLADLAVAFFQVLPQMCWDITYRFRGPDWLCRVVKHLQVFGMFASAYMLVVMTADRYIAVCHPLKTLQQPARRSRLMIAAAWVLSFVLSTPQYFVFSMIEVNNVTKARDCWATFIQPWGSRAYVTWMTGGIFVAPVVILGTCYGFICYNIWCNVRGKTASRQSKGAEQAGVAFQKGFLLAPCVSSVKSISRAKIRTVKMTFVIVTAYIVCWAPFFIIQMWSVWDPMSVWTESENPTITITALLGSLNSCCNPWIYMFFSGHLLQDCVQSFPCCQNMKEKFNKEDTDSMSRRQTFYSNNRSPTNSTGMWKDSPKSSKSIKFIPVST
* marks the source's active call; other numbers are inactive results; / = no result given.

SMILES	M1 PAM parental	OXTR agonist	OXTR potentiate	TAAR1 antag	M1 ag parental	CHO parental Ca	CHO-K1 Ca antag	GPR7 antagonist	V1aR counter
O=C1c2ccccc2C(=O)N1Cc1nc2ccccc2c(=O)n1CCCN1CCOCC1	-4	0.0	8	-3	-0.2	-13	8	3	-0.7
O=C(COc1cccc(F)c1)Nc1nc(-c2ccncc2)cs1	3	-0.3	-7	8	4.1	-13	-8	/	0.2
CC(=O)c1ccc(N2CCN(C(=O)CCC(=O)c3cccs3)CC2)cc1	2	0.8	-8	20	2.0	4	-9	7	2.0
CC(C)(C)NS(=O)(=O)c1ccc(OCC(=O)NCCC2=CCCCC2)cc1	12	-0.9	-1	-15	1.3	-14	-6	12	1.9
Cc1cccc(NC(=S)N/N=C/c2cccc(O)c2)c1C	9	3.2	-4	-31	1.6	2	-9	-5	2.1
FC(F)(F)c1nnc2c(Sc3ccccn3)nc3ccccc3n12	-6	-0.5	-2	8	0.1	-6	3	1	0.6
CCc1ccc(CN(C)C(=O)c2cc(COc3cccc(C(F)(F)F)c3)on2)nc1	32	-0.2	-6	11	4.0	-19	-13	-24	1.4
O=c1[nH]c(/C=C/c2cccc3ccccc23)nc2ccccc12	18	-1.5	-5	17	1.1	-4	-20	-5	0.0
Cc1cccc(N(CC(=O)N2CCCC2)S(=O)(=O)c2ccccc2)c1C	19	-0.2	-1	0	0.6	-11	-15	-13	-0.8
O=C(COc1ccccc1Cl)NCCCNC(=O)c1cnccn1	2	2.6	-8	4	0.6	-2	-10	-1	0.2
CCOC(=O)N1CCC(N2CCCC(CO)(Cc3cccc(OC)c3)C2)CC1 (stereo not drawn)	16	-0.6	-1	-6	0.7	-16	-9	-6	0.6
Cn1nnc(NC(=O)c2ccc3ccccc3c2)n1	13	0.2	0	-10	0.0	-1	-2	-1	0.4
O=C(c1csc2ccccc12)N1CCN(c2ccc(Cl)c(Cl)c2)CC1	6	3.2	-3	0	4.1	16	4	-10	2.9
CCCCn1c(N)c(N(CCOC)C(=O)c2cccc(N3C(=O)c4ccccc4C3=O)c2)c(=O)[nH]c1=O	2	0.2	1	3	0.4	-22	-12	/	-1.0
Cc1occc1C(=O)N1CCN(c2ccc([N+](=O)[O-])cc2)CC1	-9	1.7	-4	7	1.4	-7	7	-3	3.6
O=C1C2CCCN2C(=S)N1c1cc(Cl)ccc1Cl (stereo not drawn)	-6	/	/	-31	0.6	/	-3	/	/
COCC(C)n1c(C)cc(C(=O)CSc2nnnn2C2CCCC2)c1C (stereo not drawn)	5	-0.8	-2	-16	1.4	-14	-14	/	-0.2
Cn1c(NN)nc2ccccc2c1=O	-13	0.3	-13	20	-0.4	-18	2	-3	-1.0
CCOc1ccc(-c2nc(CSc3nnc(C)s3)cs2)cc1OC	-3	-1.4	2	-4	0.7	-15	8	9	0.0
CC(NC(=O)COC(=O)CSc1ccc(F)cc1)c1ccc(F)cc1 (stereo not drawn)	20	-2.6	-4	-7	0.7	-4	-8	/	0.2
CCNC(=O)NC(=O)C(C)SCc1ccccc1C (stereo not drawn)	-1	-1.1	1	-5	-0.2	-13	-4	-4	-0.6
Cc1cc(C)cc(NS(=O)(=O)c2ccc(Oc3ncc(C(F)(F)F)cc3Cl)cc2)c1	20	-0.6	-23	41	1.3	7	-7	-22	0.0
COc1ccccc1NC(=O)NCC(=O)Nc1ccc(F)c(F)c1	20	0.4	-1	6	1.3	-21	-10	5	-1.2
CCc1nc2ccc(C(=O)NCc3cccs3)cn2c1N(CCC(C)C)CCN(C)C	12	/	/	3	0.9	/	-10	/	/
COc1ccc(Nc2nc(-c3ccccc3O)nc3ccccc23)cc1	-4	0.2	-13	9	2.0	-3	-13	-21	0.0

Molecules listed so far containing an NH in an aromatic ring, in the order listed:
SMILES	M1 PAM parental	OXTR agonist	OXTR potentiate	TAAR1 antag	M1 ag parental	CHO parental Ca	CHO-K1 Ca antag	GPR7 antagonist	V1aR counter
O=c1[nH]c(/C=C/c2cccc3ccccc23)nc2ccccc12	18	-1.5	-5	17	1.1	-4	-20	-5	0.0
CCCCn1c(N)c(N(CCOC)C(=O)c2cccc(N3C(=O)c4ccccc4C3=O)c2)c(=O)[nH]c1=O	2	0.2	1	3	0.4	-22	-12	/	-1.0

Next compounds
SMILES	M1 PAM parental	OXTR agonist	OXTR potentiate	TAAR1 antag	M1 ag parental	CHO parental Ca	CHO-K1 Ca antag	GPR7 antagonist	V1aR counter
Cc1ccc(-c2nc(SC(C)C(=O)N3CCCC3)n[nH]2)cc1 (stereo not drawn)	-3	-0.2	-9	-14	0.1	-11	-8	/	-0.5
CC(C)=CC(=O)N1CCCC(N2CCN(c3ccc(F)cc3)CC2)C1 (stereo not drawn)	5	0.1	-1	-4	0.6	-7	-2	1	0.1
COc1cc2[nH]c(C(=O)Nc3ccc(F)cc3)cc2c(OC)c1OC	-14	0.1	-2	9	0.5	-15	13	6	5.9
CCOc1ccccc1NC(=O)Cn1c(=O)c2ccccc2n(CC)c1=O	-5	-0.9	-4	22	1.6	-7	-1	-16	0.6
CN(C(=O)Nc1ccc(F)cc1)[C@H]1C[C@H]2c3[nH]c4ccccc4c3CCN2C(=O)[C@H]1CO	5	/	/	0	0.1	/	1	/	/
C=CCn1cnc2c(nnn2-c2ccc(OC)c(OC)c2)c1=O	-9	-0.9	-10	1	-0.4	12	17	-16	0.1
CCCCCCC1CC(=CN(C)C)C(=O)O1 (stereo not drawn)	16	/	/	-16	0.3	/	-13	/	/
CC(C)(C)N1CC2(c3ccccc3)CN(C(C)(C)C)CC(c3ccccc3)(C1)C2=O	-1	0.5	-9	-5	0.3	-5	-4	10	1.4
CC(=O)Nc1ccc(S(=O)(=O)Nc2cc(C)ccn2)cc1	12	0.1	-25	/	0.3	-11	-6	-10	0.5
O=C(COC(=O)c1ccccc1Cl)Nc1cccnc1Cl	5	0.1	-3	-4	-0.1	-5	-6	/	-0.6
CN(C)C(=S)NC1CCS(=O)(=O)C1 (stereo not drawn)	-15	0.9	-5	-1	0.0	2	13	-2	0.0
CN(C)CCP(=O)(c1ccccc1)c1ccccc1	-2	-1.2	-5	1	-0.1	-7	-6	1	-0.1
CSCCC(NC(=O)/C(=C/c1ccc2c(c1)OCO2)NC(=O)c1cccc([N+](=O)[O-])c1)C(=O)O (stereo not drawn)	-8	0.9	-6	6	-0.1	3	7	-7	0.2
COc1ccccc1N1CCN(S(=O)(=O)CCNC(=O)CCCc2ccccc2)CC1	4	2.8	-15	44	13	-20	1	/	5.9
COc1cc2c(cc1OC)C1C/C(=N\O)C(CC(C)C)CN1CC2 (stereo not drawn)	19	-1.0	-13	-4	1.2	-25	-10	5	-0.2
CC1CC(C)CN(S(=O)(=O)c2ccc3c(c2)n(C)c(=O)c(=O)n3C)C1 (stereo not drawn)	13	-0.3	-2	0	13	-2	-4	-13	-1.1
CC(CCC(=O)O)C1CCC2C3CC(O)C4CC(O)CC[C@]4(C)C3CCC12C (stereo partly drawn)	17	/	/	-24	-0.1	/	4	/	/
CCn1c(CC(=O)Nc2ccc(Cl)c(Cl)c2)nnc1SCc1ccc(Cl)cc1	22	-0.6	-13	-12	0.8	-16	-12	-14	0.0
Cc1sc(NC(=O)c2ccccc2)c(C(=O)N2CCN(C)CC2)c1C	7	0.6	-5	-11	0.8	-10	-11	6	0.1
COc1ccc(COCC(O)CN2CCC(CN3C(=O)c4cccc5cccc(c45)C3=O)CC2)cc1OC (stereo not drawn)	18	-0.8	-13	-13	1.3	-27	-19	-2	1.2
CN(C)C(=O)c1cccc(-c2cnc3c(NC=O)cc(-c4ccc(C(=O)N5CCOCC5)cc4)cn23)c1	12	/	/	-26	0.2	/	-11	/	/
Cc1ccc(C(=O)COC(=O)c2cc(Cl)ccc2O)cc1[N+](=O)[O-]	-1	-0.5	-9	-14	-0.2	-15	-5	-6	0.2
Cc1ccc2c(CNCc3ccccc3)cc(=O)oc2c1	17	-0.7	-8	-2	0.0	-17	-21	3	0.1
CCC(C)(C)NC(=O)C(c1ccccc1Cl)N(C(=O)CCC(=O)Nc1cc(C)on1)C1CC1 (stereo not drawn)	11	-2.4	-10	-22	-0.9	-32	12	8	-1.2
O=C(Nc1ccncc1)Nc1ccccn1	16	0.1	6	-10	0.6	-4	-8	1	0.5

Just GPR7 antagonist and V1aR counter, for some of the entries so far:
Structure | GPR7 antagonist | V1aR counter
CN(C)CCP(=O)(c1ccccc1)c1ccccc1 | 1 | -0.1
CSCCC(NC(=O)/C(=C/c1ccc2c(c1)OCO2)NC(=O)c1cccc([N+](=O)[O-])c1)C(=O)O (stereo not drawn) | -7 | 0.2

Further structures
SMILES	M1 PAM parental	OXTR agonist	OXTR potentiate	TAAR1 antag	M1 ag parental	CHO parental Ca	CHO-K1 Ca antag	GPR7 antagonist	V1aR counter
CCCN(C(=O)c1c(CC)noc1C)c1c(N)n(Cc2ccccc2)c(=O)[nH]c1=O	-14	0.9	0	-30	9.2	-1	9	/	0.0
Cc1ccc(-c2nnc3ccc(SCC(=O)N4CCCc5ccccc54)nn23)cc1	-7	0.0	-2	23	1.9	-27	13	-1	-0.5
CCCCn1c(N)c(N(CCOC)C(=O)COC(=O)Cc2cccc(OC)c2)c(=O)[nH]c1=O	9	0.0	-16	-22	0.8	-3	-1	/	0.1
CCc1nc(Cl)c(C#N)c2c1CCCC2	32	-1.7	-6	0	0.2	5	-12	-3	-0.2
CC(=O)Nc1sc(C)c(C)c1C(=O)OCC(=O)N(CC(C)C)c1c(N)n(Cc2ccccc2)c(=O)[nH]c1=O	8	-1.2	-14	-32	0.6	-12	-10	/	-0.9
CCCCc1ccc(S(=O)(=O)N/N=C(/C)c2ccncc2)cc1	2	5.5	-12	-31	9.1	11	6	0	9.1
C/C(=N/Nc1ccc(C(=O)O)cc1)c1ccc2c(c1)Nc1ccccc1S2	4	/	/	4	0.0	/	3	/	/
CC(C)N(Cc1ccccc1)C(=O)COC(=O)C1CCCCC1	8	-1.4	3	-8	2.7	-13	-3	/	-1.0

Looked up above.
`CCc1nc(Cl)c(C#N)c2c1CCCC2` | OXTR agonist = -1.7
`CC(=O)Nc1sc(C)c(C)c1C(=O)OCC(=O)N(CC(C)C)c1c(N)n(Cc2ccccc2)c(=O)[nH]c1=O` | M1 PAM parental = 8

Grouped by structure, the entries above containing a tert-butyl group.
SMILES	M1 PAM parental	OXTR agonist	OXTR potentiate	TAAR1 antag	M1 ag parental	CHO parental Ca	CHO-K1 Ca antag	GPR7 antagonist	V1aR counter
CC(C)(C)NS(=O)(=O)c1ccc(OCC(=O)NCCC2=CCCCC2)cc1	12	-0.9	-1	-15	1.3	-14	-6	12	1.9
CC(C)(C)N1CC2(c3ccccc3)CN(C(C)(C)C)CC(c3ccccc3)(C1)C2=O	-1	0.5	-9	-5	0.3	-5	-4	10	1.4

Compounds as they come; overall some 3.5% were active at least once.
